# Assay outcomes (PubChem BioAssay)
# STAT3 activator: activators of IL-6 induced STAT3 signaling; U3A cells, IL-6 STAT3-luciferase reporter, luminescence; 100% = signal with IL-6 EC80 alone; activation (% of control), % at 5.6 µM; 0.91% of 190,000 active; AID 871;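 active = activation above the screen-wide mean of compound activation plus 3 SD, cut at about 130% in these data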;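 note: 0% = background luminescence of wells with medium and substrate only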
#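 System – human U3A cells carrying STAT3-luciferase construct · Probe or stimulus – Interleukin-6, 33 ng/mL · Schedule – compound 1 h, then IL-6 6 h at 37 °C · Signal – luminescence from STAT3-driven luciferase reporter · Evaluation – percent of IL-6-only median luminescence · Benchmarks – IL-6-only high control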
# RAM inhibit: yeast RAM network inhibition | inhibition, % at 50 µM | S. cerevisiae dse1pr::URA3 reporter, 5-FOA growth OD615, 2 d; analog-sensitive cbk1-as2 kinase mutant strain | 1.8% of 190,000 active;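 active = inhibition above a set limit, 3 SD over mean compound inhibition, cut at about 8.4% in these data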;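 note: 0% = DMSO-only wells with no growth and 100% = 10 µM 1-NA-PP1 full growth; inhibition rescues growth on 5-FOA so higher OD means more RAM inhibition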
# S1P3 antagonist: S1P3 (human) receptor antagonism. Q99500. CHO S1P3 NFAT-BLA reporter, FRET fluorescence, antagonist mode. inhibition, % at 4.98 µM. 0.27% of 170,000 active. AID 485;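 active = inhibition above the plate cutoff, the mean inhibition of test wells on that plate plus 3 SD, cut at about 28% in these data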;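 note: cells challenged with S1P at its EC80 of 0.8 µM; blue over green emission ratio from cleaved BLA substrate after 4 h stimulation; 0% = S1P-stimulated wells and 100% = unstimulated DMSO-only wells; some compounds past the cut are filed as inactive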
# ROMK primary: human ROMK K+ channel modulation, primary screen; P48048; Tet-inducible ROMK, thallium flux fluorescence; actives lie on both sides; B-score at 10 µM; 2% of 130,000 active;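 active = signal ratio slope over the read window, or its plate-corrected B-score, at least 3 SD from the plate mean, either direction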;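 note: B-score of the F/F0 ratio slope over 7 to 12 s after thallium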
# STAT3 blocker: inhibitors of IL-6 induced STAT3 signaling. U3A cells, IL-6 STAT3-luciferase reporter, luminescence; host cell line lacks STAT1. inhibition, % at 5.5 µM. 0.89% of 190,000 active. AID 862;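 active = inhibition above the mean inhibition across all screened compounds plus 3 SD, cut at about 44% in these data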;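 note: 0% = DMSO only wells and 100% = 100 µM nifuroxazide control wells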
# PPARg SRC1 recr: agonists of human PPARgamma SRC-1 coactivator recruitment. P37231. AID 631. activation, % at 8 µM. 0.41% of 200,000 active. PPARgamma-SRC-1 coactivator recruitment biochemical assay; in the data active = activation above about 19%;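 note: 0% = DMSO and 100% = reference agonist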
# PPARg SRC-3 ag: PPARgamma-driven SRC-3 recruitment agonism. activation, % at 8 µM. 0.26% of 200,000 active. biochemical PPARgamma/SRC-3 coactivator recruitment assay. P37231; in the data active = activation above about 23%;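 note: 0% = DMSO and 100% = reference agonist; some compounds past the cut are filed as inactive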
# PPARg SRC2 recr: agonists of SRC-2 recruitment by human PPARgamma; P37231; PPARgamma LBD-SRC-2 recruitment, biochemical; activation, % at 8 µM; 0.34% of 200,000 active; in the data active = activation above about 22%;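 note: 0% = vehicle and 100% = reference agonist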
# SRC2 TRFRET art: TR-FRET artefact, counter-screen to PPARgamma/SRC-2 agonist assay. hits give high values. TR-FRET ratio at 8 µM. 0.4% of 200,000 active. AID 1049; in the data active = TR-FRET ratio above about 2000; note: inactives centre near 1500
# STAT1 blocker: STAT1 signaling inhibition. inhibition, % at 5.5 µM. 0.35% of 200,000 active. NIH 3T3 STAT1-luciferase reporter, IFN-gamma, luminescence. AID 920;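 active = inhibition above a set limit, the mean inhibition across all tested compounds plus 3 SD, cut at about 34% in these data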;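 note: 0% = IFN-gamma with DMSO and 100% = IFN-gamma with 300 µM nifuroxazide; values of inactives mirror those of a sister screen read the other way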
# TLR4-MyD88 BLA: inhibitors of human TLR4-MyD88 binding. HeLa CL3-4 TLR4/MyD88 BLA complementation, FRET ratio. inhibition, % at 8.4 µM. 0.18% of 200,000 active; in the data active = inhibition above about 25%;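 note: 0% = vehicle and 100% = reference inhibitor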
# Target sequence (O00206 whole entry, looked up): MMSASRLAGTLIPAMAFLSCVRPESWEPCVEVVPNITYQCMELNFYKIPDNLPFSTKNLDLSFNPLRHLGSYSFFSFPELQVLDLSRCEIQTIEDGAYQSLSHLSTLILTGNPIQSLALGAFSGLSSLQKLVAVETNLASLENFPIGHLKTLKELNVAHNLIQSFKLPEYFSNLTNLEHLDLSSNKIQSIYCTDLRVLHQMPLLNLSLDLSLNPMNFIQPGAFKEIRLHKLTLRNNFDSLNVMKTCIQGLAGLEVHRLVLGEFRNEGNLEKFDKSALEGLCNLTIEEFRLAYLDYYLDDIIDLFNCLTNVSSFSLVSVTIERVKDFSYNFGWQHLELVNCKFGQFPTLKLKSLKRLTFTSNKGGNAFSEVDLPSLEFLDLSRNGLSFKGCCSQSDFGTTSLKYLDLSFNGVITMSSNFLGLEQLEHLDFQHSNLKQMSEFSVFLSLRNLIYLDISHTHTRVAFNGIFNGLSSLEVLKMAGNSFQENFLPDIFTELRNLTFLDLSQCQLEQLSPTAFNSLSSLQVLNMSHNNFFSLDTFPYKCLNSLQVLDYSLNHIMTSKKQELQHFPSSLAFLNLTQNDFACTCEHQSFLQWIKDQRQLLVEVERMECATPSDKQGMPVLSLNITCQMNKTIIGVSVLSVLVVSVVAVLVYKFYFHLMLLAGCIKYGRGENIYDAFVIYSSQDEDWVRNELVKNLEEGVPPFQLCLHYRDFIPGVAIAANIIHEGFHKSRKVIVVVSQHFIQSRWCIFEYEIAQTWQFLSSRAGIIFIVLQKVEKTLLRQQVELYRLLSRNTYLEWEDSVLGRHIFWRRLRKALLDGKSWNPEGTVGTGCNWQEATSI
# Target sequence (Q99836 whole entry, looked up): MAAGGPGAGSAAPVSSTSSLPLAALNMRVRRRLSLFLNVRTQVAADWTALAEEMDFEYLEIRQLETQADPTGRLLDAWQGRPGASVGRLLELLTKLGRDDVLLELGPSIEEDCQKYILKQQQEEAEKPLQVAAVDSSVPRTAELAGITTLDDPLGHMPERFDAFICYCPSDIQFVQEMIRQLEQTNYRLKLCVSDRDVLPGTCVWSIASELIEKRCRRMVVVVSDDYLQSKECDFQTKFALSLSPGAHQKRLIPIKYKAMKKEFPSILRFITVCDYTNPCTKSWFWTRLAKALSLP
# The depositor's hits bear a star; . = not tested or not shown.
SMILES,STAT3 activator,RAM inhibit,S1P3 antagonist,ROMK primary,STAT3 blocker,PPARg SRC1 recr,PPARg SRC-3 ag,PPARg SRC2 recr,SRC2 TRFRET art,STAT1 blocker,TLR4-MyD88 BLA
COC(=O)c1ccc(NC(=O)CSc2nc(=O)cc(N)n2-c2ccccc2)cc1,95,4.7,-6,1,9,0,5,11,1570,-2,6
COc1ccc(CCNCc2csc3nc4ccccc4n23)cc1OC,81,-0.3,14,.,29,-8,-11,-4,1337,14,1
COc1cc(-c2nnc(COC(=O)CSc3cc(C)c4ccccc4n3)o2)cc(OC)c1OC,104,.,35,.,6,11,-3,5,1580,-7,-17
COc1ccccc1OCc1nnc(SCC(=O)N2CCCCC2)n1-c1ccccc1,99,0.1,-9,-0.85,5,7,4,-7,1398,2,15
O=C(CCn1c(=S)[nH]c2ccccc2c1=O)NCC1CCCO1 (stereo not drawn),98,-0.2,.,.,1,1,-1,3,1513,1,-4
CCOC(=O)c1cc(CC)sc1NC(=O)c1ccc(N2CCOCC2)c([N+](=O)[O-])c1,102,5.0,.,.,5,-1,5,1,1301,-3,10
Cn1cc(CN2C[C@]3(C)C[C@H]2CC(C)(C)C3)c(-c2ccc3c(c2)OCCO3)n1,103,0.5,-12,-0.9,0,2,0,9,1431,-7,4
CCCCNC(=O)[C@H](Cc1c[nH]c2ccccc12)NC(=O)c1ccccc1Cl,105,0.3,6,-0.047,-6,1,0,0,1472,-7,-29
Cc1ccccc1OCc1nnc(SCC(=O)N2c3ccccc3Sc3ccc(Cl)cc32)o1,96,3.9,.,0.18,6,-1,0,13,1591,-2,1
O=C(CS(=O)(=O)Cc1ccccc1)Nc1ccc2c(c1)OCO2,105,2.6,-4,.,-4,-2,-1,5,1591,-16,16
O=C(CC(Nc1cccc(Cl)c1Cl)C(=O)OCC(=O)c1cccs1)c1ccccc1 (stereo not drawn),124,9.0*,-8,.,-28,5,6,0,1645,3,6
CC1CCC(NC(=O)c2ccc3nc[nH]c3c2)CC1 (stereo not drawn),110,-0.1,.,.,-7,8,0,4,1613,-31,-9
CC(C)n1c(=S)[nH]c2ccccc21,112,-1.2,.,0.59,-17,-5,-4,-2,1386,3,5
CC1(C)Cc2ccccc2C(=C(C#N)C#N)N1,95,1.9,-1,1.5,3,-6,-2,-15,1415,-1,5
CCOC(=O)NC(CC(=O)O)c1ccc(OC)c(OC)c1 (stereo not drawn),103,0.3,.,-0.84,1,-5,0,8,1544,-1,1
COCCn1c(-c2ccco2)nc2nc3ccccc3nc21,110,0.4,-9,.,-5,-2,-5,-3,1548,-8,0
O=C(CSc1oc(-c2cccs2)nc1S(=O)(=O)c1ccc(F)cc1)NCC1CCCO1 (stereo not drawn),104,9.1*,-15,.,4,14,8,9,1790,1,3
CCCc1nc(SCC(=O)Nc2cc(C)on2)c2ccccc2n1,95,0.5,15,.,6,3,22,11,1777,16,0
O=C(CCN1C(=O)c2ccncc2C1=O)Nc1cc(F)ccc1F,96,0.0,-1,-0.58,10,4,-2,9,1557,-3,2
COc1ccccc1N(C)S(=O)(=O)c1ccc(C(=O)NCC(C)C)cc1,93,0.0,.,-0.27,8,-1,4,5,1637,1,-2
O=C(NC1=NCCS1)C12CC3CC(CC(C3)C1)C2,106,-0.5,4,.,-2,-2,-3,-2,1528,-6,3
COc1ccc(OCc2nnc3n2N=C(c2ccc(Br)cc2)CS3)cc1,95,2.2,-27,.,15,0,7,-2,1686,4,0
CCNC(=S)N/N=C(\C)c1cccc(C(F)(F)F)c1,89,1.5,-3,.,15,7,6,3,1617,-15,9
COCC(=O)N(Cc1ccco1)c1nnc(C2CCOC2)s1 (stereo not drawn),102,0.0,.,0.12,-2,-2,2,-4,1384,-5,2
CCOc1cc(/C=N/NC(=O)c2ccc(O)cc2)ccc1Oc1nc(Cl)ncc1F,99,3.8,-5,0.28,5,13,5,9,1608,2,9
CC1Cc2ccccc2N1C(=O)c1cnc2ccccn2c1=O (stereo not drawn),104,0.8,1,-0.3,2,0,-2,3,1660,1,-5
O=C(CN(CC1CCCO1)C(=O)CCC(=O)Nc1nccs1)NCc1ccccc1 (stereo not drawn),103,2.3,.,1.7,0,-6,6,6,1401,6,10
CCC(=O)NC(c1ccc(OC)cc1)c1c(O)ccc2ccccc12 (stereo not drawn),102,1.4,-21,1.3,-1,3,2,6,1492,6,0
O=C(/C=C/c1ccco1)NC(=S)Nc1cc(-c2nc3ccccc3s2)ccc1Cl,132,0.8,-10,.,-40,-2,2,3,1460,-10,-22
COc1ccccc1CNc1nc2nc3c(c(=O)n2[nH]1)CCC3,98,3.9,-33,.,6,7,7,1,1688,2,13
CCSc1cc(C)nc2ncnn12,102,1.3,.,.,5,1,-5,4,1561,-3,2
O=C(CCc1ccccc1)NC(=S)Nc1ccccc1Br,94,1.1,-8,-1.5,12,2,6,5,1695,-4,-11
CNC(=S)N/N=C(\C)c1ccc(C(C)(C)C)cc1,95,0.5,1,.,11,15,9,12,1653,-24,-13
Cc1ccnc(NS(=O)(=O)c2ccc(NC(=O)c3ccc(S(=O)(=O)N(C)C)cc3)cc2)n1,105,-0.4,-18,-0.013,3,4,0,10,1353,-1,-2
CN(CC(=O)NCc1ccco1)S(=O)(=O)c1ccc2c(c1)n(C)c(=O)c(=O)n2C,98,0.9,5,-0.14,9,0,-8,0,1512,0,7
COc1ccc(Nc2nc(N3CCCC3)c3ccccc3n2)cc1,85,-0.3,17,-2.2,22,0,4,1,1684,14,7
COC(=O)Cc1ccc(NC(=S)N2CCN(C)CC2)cc1,102,1.2,-11,-0.16,-3,-10,1,-1,1292,-8,7
COCCCNC(=O)c1ccccc1NS(=O)(=O)c1ccc(C)cc1,104,1.4,-32,.,-1,-2,5,6,1519,-2,-1
COc1ccccc1NC(=O)CSCc1nc2ccccc2[nH]1,108,-0.5,-7,.,-3,9,-5,-3,1559,12,-3
CCC(NC(=O)N(Cc1ccccc1)Cc1ccc2c(c1)OCO2)(C(F)(F)F)C(F)(F)F,102,0.5,.,.,2,-1,1,-3,1504,-2,-9
COCCn1c(C)cc(C(=O)COC(=O)c2cc3c(s2)CCC3)c1C,108,4.4,-21,.,-6,-1,2,5,1594,-39,-4
O=C(CSc1ccc(Cl)cc1)NN=C1CCCCCC1,99,1.0,10,.,7,8,5,0,1380,-6,-1
CC[C@@H](C)[C@H](NS(=O)(=O)c1ccc(C)cc1)C(=O)N1CCC(C(=O)NCC(=O)O)CC1,104,1.3,-11,.,-5,5,0,1,1673,6,-8
CCn1c2ccccc2c2cc(CN3CCN(Cc4cc(OC)ccc4O)CC3)ccc21,93,0.7,-20,0.098,12,11,8,7,1759,7,-15
O=C(Nc1ccccn1)c1onc2c1CCCC2,42,0.9,-10,-0.72,69*,5,-1,9,1631,-3,-11
COC(=O)c1cc2ccccc2oc1=O,102,-0.8,.,0.29,-2,3,-1,2,1608,-6,-13
CC(=O)c1cccc(NC(=O)C2(c3ccccc3)CC2(Cl)Cl)c1 (stereo not drawn),104,0.2,11,-1.1,-3,-11,2,0,1463,3,-4
Cc1ccc(N(CC(=O)NC2CCCC2)C(=O)c2ccc(C)s2)cc1,103,0.5,-7,-0.054,0,17,6,11,1835,7,11
CC(=O)c1cccc(NC(=O)Nc2csc3c2CCCC3)c1,92,0.2,26,-0.033,19,9,6,-8,1646,-4,0
Cc1ccc(C(=O)NNC(=O)CSc2nnc(CNc3ccc(F)cc3)n2C)cc1,103,3.7,-2,0.19,2,-9,-4,-10,1483,6,20
Cc1nc(NCc2ccco2)c(C#N)c2c1COC(C)(C)C2,102,1.5,0,-1.1,2,-1,-2,0,1407,3,5
Cc1c(NC(=O)C(=O)/C=C(/O)c2ccccc2)c(=O)n(-c2ccccc2)n1C,108,0.2,-11,.,-6,2,-2,-5,1616,-19,-1
Cc1cc2cc(CN(Cc3cccs3)Cc3nnnn3CC3CCCO3)c(=O)[nH]c2cc1C (stereo not drawn),98,2.0,10,-5.4*,4,-4,4,2,1524,-1,-9
CCC(CC)C(=O)Nc1c2cnn(-c3ccccc3)c2nc(=O)n1-c1ccccc1,105,0.1,-2,-5*,-3,3,-5,-1,1590,-6,-3
CCOC(=O)N1CCC(NS(=O)(=O)c2ccc3c(c2)C(C)(C)C(=O)N3C)CC1,96,1.4,6,-1.1,7,-6,9,0,1588,1,5
O=C(O)CC(NC(=O)C12CC3CC(CC(C3)C1)C2)c1ccc2c(c1)OCO2 (stereo not drawn),99,1.3,-18,-0.8,12,10,4,4,1554,-1,2
CCCCCCCn1c(C)nnc1-c1cnn(C)c1N,94,2.2,3,-0.042,13,4,-2,7,1831,0,-2
Cc1ccc(/C=C2\SC(=S)N(C3CCS(=O)(=O)C3)C2=O)o1 (stereo not drawn),98,3.3,-3,-1.9,5,-4,7,1,1537,-7,-15
CCCCc1ccc(NC(=O)CSC2=C(C#N)C(c3ccco3)C3=C(CCCC3=O)N2)cc1 (stereo not drawn),108,7.4,.,-0.032,-2,0,1,1,1419,-7,1
Cc1cc(C)cc(-n2c(C)cc(/C=N\NC(=O)COc3cccc4cccnc34)c2C)c1,87,0.1,-3,-0.052,19,-4,1,4,1543,-7,5
# Next compounds follow.
SMILES,STAT3 activator,RAM inhibit,S1P3 antagonist,ROMK primary,STAT3 blocker,PPARg SRC1 recr,PPARg SRC-3 ag,PPARg SRC2 recr,SRC2 TRFRET art,STAT1 blocker,TLR4-MyD88 BLA
COc1nc(N/N=C/c2ccc(-c3ccccc3[N+](=O)[O-])o2)nc(N2CCOCC2)n1,114,4.0,-4,-1.2,-17,-2,4,-4,1504,-2,1
OCC1(Cc2cccc(Cl)c2)CCCN(Cc2cnn(-c3ccccc3)c2)C1 (stereo not drawn),104,-0.4,-1,.,0,3,0,0,1353,3,4
N/C(Cc1ccc([N+](=O)[O-])cc1)=N\OC(=O)c1ccccc1F,97,1.6,-7,-0.19,7,7,1,-2,1637,-30,-8
COc1cc(NC(=O)CN2CCN(Cc3ccc4c(c3)OCO4)CC2)cc(OC)c1,101,0.3,.,-0.94,-2,-1,-1,3,1557,0,3
COc1ccc(CCNC(=O)c2ccc(Cl)cc2)cc1OC,90,1.4,0,.,18,10,7,7,1634,15,2
CCOc1ccccc1NC(=O)c1ccc(S(=O)(=O)N(C)C)cc1,96,0.7,.,0.58,3,2,1,2,1586,-2,-1

# Three successive compounds already listed:
SMILES,STAT3 activator,RAM inhibit,S1P3 antagonist,ROMK primary,STAT3 blocker,PPARg SRC1 recr,PPARg SRC-3 ag,PPARg SRC2 recr,SRC2 TRFRET art,STAT1 blocker,TLR4-MyD88 BLA
COc1nc(N/N=C/c2ccc(-c3ccccc3[N+](=O)[O-])o2)nc(N2CCOCC2)n1,114,4.0,-4,-1.2,-17,-2,4,-4,1504,-2,1
OCC1(Cc2cccc(Cl)c2)CCCN(Cc2cnn(-c3ccccc3)c2)C1 (stereo not drawn),104,-0.4,-1,.,0,3,0,0,1353,3,4
N/C(Cc1ccc([N+](=O)[O-])cc1)=N\OC(=O)c1ccccc1F,97,1.6,-7,-0.19,7,7,1,-2,1637,-30,-8
